Screens (PubChem BioAssay)
PAFAH2 FP inh – inhibitors of human PAFAH2 | Q99487 | recombinant PAFAH2, FP-rhodamine activity probe, fluorescence polarization | inhibition, % at 3.39 µM | 0.99% of 340,000 active;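 active = inhibition above the mean over all tested compounds plus 3 SD, cut at about 30% in these data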;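 note: inhibitors block probe labeling of enzyme so polarization drops; 0% = enzyme with DMSO and 100% = wells lacking PAFAH2 protein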
EBNA-1 inhibitor – blocks EBNA-1 binding to DNA | inhibition, % at 14.8 µM | AID 1950 | EBNA-1 DNA binding, fluorescence polarization | 0.34% of 300,000 active; in the data active = inhibition above about 28%
PAD4 FP inh – PAD4 (human) enzyme inhibition; Q9UM07; inhibition, % at 6.36 µM; recombinant PAD4, RCA probe fluorescence polarization; 0.41% of 330,000 active;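 active = percent inhibition above a cutoff equal to the mean of all tested compounds plus 3 SD, cut at about 15% in these data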;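 note: 0% = PAD4 with RCA probe and DMSO and 100% = probe without PAD4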
GSTO1 inh – blocks human GSTO1 in RBBP9 counter-screen. 1.1% of 300,000 active. recombinant GSTO1, activity-based probe fluorescence polarization. inhibition, % at 5.96 µM. AID 1974;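 active = inhibition above the campaign mean inhibition plus 3 SD, cut at about 35% in these data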;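 note: 0% = GSTO1-1 with DMSO and 100% = wells lacking GSTO1-1 enzyme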
Target sequence (P78417 whole entry, looked up): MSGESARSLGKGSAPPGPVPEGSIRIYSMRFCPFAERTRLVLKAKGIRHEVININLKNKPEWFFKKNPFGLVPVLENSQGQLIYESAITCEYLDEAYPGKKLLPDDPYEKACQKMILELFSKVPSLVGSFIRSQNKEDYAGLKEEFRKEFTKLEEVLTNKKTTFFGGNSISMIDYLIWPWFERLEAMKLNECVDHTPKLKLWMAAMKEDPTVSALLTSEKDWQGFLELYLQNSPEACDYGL
LYPLA2 inh – LYPLA2 (human) inhibition in PME1 counter-screen; inhibition, % at 5.9 µM; recombinant LYPLA2, FP-Rh probe fluorescence polarization; 0.38% of 320,000 active;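 active = inhibition above the screen-wide mean plus 3 SD, limit set per campaign, cut at about 26% in these data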;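 note: 0% = LYPLA2 with DMSO and 100% = wells lacking LYPLA2 enzyme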
PAFAH1B3 FP inh – inhibitors of human PAFAH1B3. recombinant PAFAH1B3, FP-rhodamine probe, fluorescence polarization. Q15102. 0.28% of 340,000 active. inhibition, % at 3.39 µM. AID 492972;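 active = inhibition above the screen-wide average of all tested compounds plus 3 SD, cut at about 25% in these data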;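 note: 0% = enzyme with DMSO only and 100% = wells lacking PAFAH1B3 protein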
LYPLA1 inh – counter-screen for PME1 inhibitors: inhibitors of human LYPLA1; recombinant LYPLA1, FP-Rh probe fluorescence polarization; O75608; 0.16% of 320,000 active; AID 2174; inhibition, % at 5.9 µM;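 active = inhibition above the mean of all tested compounds plus 3 SD, set per campaign, cut at about 14% in these data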;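 note: inhibitors block serine hydrolase probe labeling of LYPLA1 so polarization falls; 0% = enzyme with DMSO and 100% = wells lacking LYPLA1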
ZTA DNA inh – ZTA (EBV) inhibition in EBNA-1 counter-screen; 0.15% of 320,000 active; P03206; inhibition, % at 11 µM; ZTA-DNA binding, fluorescence polarization; in the data active = inhibition above about 33%
PREPL inh – inhibits the human prolyl oligopeptidase-like enzyme; Q4J6C6; recombinant PREPL, fluorescence polarization activity-based probe; inhibition, % at 5.96 µM; 0.68% of 320,000 active; AID 2751; in the data active = inhibition above about 43%;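 note: 0% = enzyme with DMSO and 100% = wells lacking enzyme; many of its hits are not listed in these tables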
Target sequence (Q4J6C6 whole entry, looked up): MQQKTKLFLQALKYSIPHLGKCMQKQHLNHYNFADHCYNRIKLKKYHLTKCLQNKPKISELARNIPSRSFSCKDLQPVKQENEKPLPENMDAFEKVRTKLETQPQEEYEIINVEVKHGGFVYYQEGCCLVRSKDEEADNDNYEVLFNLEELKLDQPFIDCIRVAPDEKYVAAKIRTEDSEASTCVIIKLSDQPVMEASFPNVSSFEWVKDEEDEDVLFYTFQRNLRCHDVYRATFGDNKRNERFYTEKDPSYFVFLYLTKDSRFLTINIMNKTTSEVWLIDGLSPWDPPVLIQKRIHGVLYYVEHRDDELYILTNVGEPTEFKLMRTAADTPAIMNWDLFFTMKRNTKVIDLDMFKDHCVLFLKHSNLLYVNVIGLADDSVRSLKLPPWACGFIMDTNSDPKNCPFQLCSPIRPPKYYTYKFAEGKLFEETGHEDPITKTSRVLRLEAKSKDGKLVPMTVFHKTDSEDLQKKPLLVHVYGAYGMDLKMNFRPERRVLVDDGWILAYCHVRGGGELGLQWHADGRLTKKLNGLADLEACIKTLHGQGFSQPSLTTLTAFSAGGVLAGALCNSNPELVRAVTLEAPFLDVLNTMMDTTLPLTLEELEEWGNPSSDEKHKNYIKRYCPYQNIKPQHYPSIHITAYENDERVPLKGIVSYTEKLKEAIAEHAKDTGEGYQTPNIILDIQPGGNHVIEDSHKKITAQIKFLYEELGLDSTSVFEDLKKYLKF
* hit, by the source's call; · = not tested or not shown.

SMILES	PAFAH2 FP inh	EBNA-1 inhibitor	PAD4 FP inh	GSTO1 inh	LYPLA2 inh	PAFAH1B3 FP inh	LYPLA1 inh	ZTA DNA inh	PREPL inh
CC1CCCN(CCCNC(=O)C2CCC(CNS(=O)(=O)c3cccc4nsnc34)CC2)C1 (stereo not drawn)	-1	5	0	1	-2	10	-1	-6	4
CN(NC(=O)c1ccccc1Cl)c1ncc(C(F)(F)F)cc1Cl	4	-8	-1	25	4	2	2	-8	13
COc1ccc(OCC(=O)N2c3ccccc3CC2C)c([N+](=O)[O-])c1 (stereo not drawn)	0	·	-5	·	·	1	·	·	7
COc1cc(NC(=S)NCCc2c[nH]c3ccccc23)c(OC)cc1Cl	-10	3	-2	-4	0	11	-6	10	4
CC(=O)N(C(C)=O)c1c(N2CCCC2)c2ccccc2oc1=O	4	13	1	-16	-1	0	0	12	2
O=C(NCc1ccccc1)C1=C[C@@H](c2ccccc2)C[C@@H](OCc2ccc(CO)cc2)O1	-4	2	-1	-4	-3	4	-4	0	11
Cc1cccc(NC(=O)C2CCN(C(=O)c3ccccc3C)CC2)n1	-4	·	3	·	5	-6	3	-6	12
Cc1c(NS(=O)(=O)c2ccc3c(c2)Cc2ccccc2-3)c(=O)n(-c2ccccc2)n1C	4	-4	-3	1	-3	8	0	-4	4
COc1ccc(-c2cc(C(=O)NNC3=NCCC3)c3c(C)nn(-c4ccccc4)c3n2)cc1	-3	-1	-2	-6	-5	4	0	8	1
COc1cc(/C=N/NC(=O)Cc2nnc(N)s2)cc(OC)c1OC	4	-6	3	-1	2	4	1	0	4
CC(C)(C)OC(=O)C[C@H]1C/C=C\C[C@@H](CC(=O)NCCO)C(=O)NCCOC1=O	0	·	4	·	·	-3	·	·	6
CCCCN(C)C(=O)C1CCN(CCCc2ccccc2)CC1	2	-3	0	2	6	3	0	11	32
Cc1nn(C(C)C(=O)NCCN2CCCC2)c(=O)c2c1sc1ccccc12 (stereo not drawn)	5	8	-4	2	-5	7	2	-6	2
CCNC(=O)NC(=O)C(C)OC(=O)C1CCN(S(=O)(=O)c2ccc(C)c(C)c2)CC1 (stereo not drawn)	3	5	-2	8	-6	-2	-3	-1	7
COc1ccc(C(=O)NC(C)C2CC3CCC2C3)c(OC)c1 (stereo not drawn)	2	-5	0	9	1	0	0	-5	0
CC(C)CCNC(=S)Nc1ccc(Br)cc1	0	-2	1	-4	2	1	-2	1	2
CN(CC(=O)Nc1ccc(Cl)c(C(F)(F)F)c1)C(=O)COC(=O)C1CC2CCCC(C1)C2=O (stereo not drawn)	-1	·	3	·	·	-8	·	·	11
O=C(NCCCCNC(=O)c1cccnc1)c1cccnc1	3	-3	-4	1	1	8	-2	0	14
Cc1ccc(C(=O)NC2CC(C)(C)NC(C)(C)C2)cc1C	-6	12	4	2	11	2	4	-9	5
C=CC[C@H](CC(=O)NCCO)C(=O)N[C@H](COC(=O)[C@H](CC=C)CC(=O)OC(C)(C)C)c1ccccc1	7	·	-1	·	·	4	·	·	13
Nc1c(C(=O)CSc2nccn2-c2ccc(Cl)cc2)c(=O)[nH]c(=O)n1C1CC1	-6	·	-1	·	1	-1	1	8	6
O=C(c1ccc(OC2CCN(Cc3ccccc3OC(F)F)CC2)cc1)N1CCCC1	-5	-4	1	31	7	2	2	-7	10
COc1ccc(S(=O)(=O)N2CCSC2c2ccccc2)cc1 (stereo not drawn)	-7	-10	-7	1	0	3	0	-4	-5
O=C(CSc1n[nH]c(=O)[nH]c1=O)Nc1ccc(Br)cc1Br	-44	·	-2	·	0	13	0	-6	2

Laid out differently: 2 of the compounds above
> CN(CC(=O)Nc1ccc(Cl)c(C(F)(F)F)c1)C(=O)COC(=O)C1CC2CCCC(C1)C2=O (stereo not drawn)
  PAFAH2 FP inh = -1; EBNA-1 inhibitor = ·; PAD4 FP inh = 3; GSTO1 inh = ·; LYPLA2 inh = ·; PAFAH1B3 FP inh = -8; LYPLA1 inh = ·; ZTA DNA inh = ·; PREPL inh = 11

> O=C(NCCCCNC(=O)c1cccnc1)c1cccnc1
  PAFAH2 FP inh = 3; EBNA-1 inhibitor = -3; PAD4 FP inh = -4; GSTO1 inh = 1; LYPLA2 inh = 1; PAFAH1B3 FP inh = 8; LYPLA1 inh = -2; ZTA DNA inh = 0; PREPL inh = 14

Further compounds:
SMILES	PAFAH2 FP inh	EBNA-1 inhibitor	PAD4 FP inh	GSTO1 inh	LYPLA2 inh	PAFAH1B3 FP inh	LYPLA1 inh	ZTA DNA inh	PREPL inh
CSc1nnc(-c2cccc(NC(=S)NN)c2)o1	7	-1	2	-7	-7	-1	-6	1	-4
COc1ccc(N2C(=O)CCC2=O)cc1	4	-3	-4	4	-1	5	-3	-7	-8
O=C(c1ccccc1)N1CCC(O)(c2ccc3c(c2)OCO3)CC1	0	8	0	9	9	8	-1	-17	11
O=C(Nc1nc(-c2nc3ccccc3s2)cs1)c1ccco1	9	6	2	1	-10	-1	-5	-4	0
Cn1nc(C(=O)OCC(=O)Nc2ccc3ccccc3c2)c2ccccc2c1=O	3	6	-3	3	0	6	-1	18	4
O=C(c1ccccc1)N1CCN2C(=O)c3ccccc3C12c1ccc(Cl)cc1 (stereo not drawn)	0	-10	-7	-11	-4	-3	2	6	-29
COc1ccc(C(=O)N2CCC2)cc1S(=O)(=O)NCc1ccc(Cl)cc1	0	·	-3	·	·	11	·	·	11
O=C(N/N=C/c1c(O)ccc2ccccc12)c1cccc(C(F)(F)F)c1	10	5	0	-4	1	13	-11	0	21
O=C(COc1coc(CN2CCc3ccccc3C2)cc1=O)Nc1ccc([N+](=O)[O-])cc1	3	0	-2	6	1	-4	-3	3	10
Cc1oc2cc3oc(=O)cc(C)c3cc2c1C	1	-2	0	5	0	-1	-3	11	-10
COc1ccc(NC(=O)C2CCCN(S(=O)(=O)c3c(C)[nH]c(=O)[nH]c3=O)C2)cc1 (stereo not drawn)	0	1	7	2	-7	-3	2	-11	-7
N#CC1=C(N)C(C#N)(C#N)C(c2cccnc2)C2CN(C(=O)OCc3ccccc3)CC=C12 (stereo not drawn)	16	6	1	23	16	-2	3	-3	36
Cc1c(NC(=O)C(C)OC(=O)CC2CC3CCC2C3)c(=O)n(-c2ccccc2)n1C (stereo not drawn)	6	7	-6	8	10	3	0	4	-3
CCOc1ccc(OCC)c(S(=O)(=O)N2CCOCC2)c1	0	5	1	-1	1	5	3	-14	3
CCCn1c(SCC(=O)NCCc2ccc(Cl)cc2Cl)n[nH]c1=O	9	-5	0	7	-5	18	-4	-4	7
Cc1cc(C)nc(SC2CC(=O)N(c3ccc(Br)cc3)C2=O)n1 (stereo not drawn)	-9	-1	-1	2	0	11	5	-2	2
Cc1ccccc1OCCCCn1cnc2ccccc21	1	-4	1	3	4	12	-3	10	-29
COC(=O)CC1c2cc(OC)c(OC)cc2CC(=O)c2cc(OC)c(OC)cc21 (stereo not drawn)	0	-2	0	2	-4	7	2	4	-1
COc1ccc(C(C)=O)cc1CSc1ccc(S(=O)(=O)N2CCCCC2)cn1	5	·	-3	·	5	-5	-5	3	-1
CC(=O)Cn1c(CN2CC(C)CC(C)C2)nc2c1c(=O)n(C)c(=O)n2C (stereo not drawn)	-1	-7	7	2	-3	-6	1	7	-14
CCCc1nn(CCc2ccccn2)c(N)c1CC	2	11	0	3	-3	10	3	5	-11
CCC(C(=O)NCCc1ccc(S(N)(=O)=O)cc1)c1ccccc1 (stereo not drawn)	3	-2	-1	-4	-3	3	-4	-2	-7
Cc1oc(-c2cccc(C(F)(F)F)c2)nc1CN1CCC[C@H]1CO	-2	-1	-4	9	3	13	-2	-3	11
C/C(=N\N=c1/sc2ccccc2n1C)c1ccccn1	20	-3	-5	4	-8	5	-2	23	12
O=C(c1ccc(S(=O)(=O)c2ccccc2)cc1)N1CCc2ccccc2C1	-3	1	1	0	-5	4	-5	4	-3
CCOCCn1ccc2c(OCC(=O)NCCc3ccc(OC)c(OC)c3)cccc2c1=O	2	-4	-3	7	1	2	-2	-6	-1
O=C(Nc1ccc(Nc2ccccc2)cc1)c1ccc(Br)cc1	-2	-6	-3	16	3	-2	-1	4	1

Among those listed so far, these contain four or more nitrogen atoms.
SMILES	PAFAH2 FP inh	EBNA-1 inhibitor	PAD4 FP inh	GSTO1 inh	LYPLA2 inh	PAFAH1B3 FP inh	LYPLA1 inh	ZTA DNA inh	PREPL inh
CC1CCCN(CCCNC(=O)C2CCC(CNS(=O)(=O)c3cccc4nsnc34)CC2)C1 (stereo not drawn)	-1	5	0	1	-2	10	-1	-6	4
COc1ccc(-c2cc(C(=O)NNC3=NCCC3)c3c(C)nn(-c4ccccc4)c3n2)cc1	-3	-1	-2	-6	-5	4	0	8	1
COc1cc(/C=N/NC(=O)Cc2nnc(N)s2)cc(OC)c1OC	4	-6	3	-1	2	4	1	0	4
Cc1nn(C(C)C(=O)NCCN2CCCC2)c(=O)c2c1sc1ccccc12 (stereo not drawn)	5	8	-4	2	-5	7	2	-6	2
O=C(NCCCCNC(=O)c1cccnc1)c1cccnc1	3	-3	-4	1	1	8	-2	0	14
Nc1c(C(=O)CSc2nccn2-c2ccc(Cl)cc2)c(=O)[nH]c(=O)n1C1CC1	-6	·	-1	·	1	-1	1	8	6
O=C(CSc1n[nH]c(=O)[nH]c1=O)Nc1ccc(Br)cc1Br	-44	·	-2	·	0	13	0	-6	2
CSc1nnc(-c2cccc(NC(=S)NN)c2)o1	7	-1	2	-7	-7	-1	-6	1	-4
COc1ccc(NC(=O)C2CCCN(S(=O)(=O)c3c(C)[nH]c(=O)[nH]c3=O)C2)cc1 (stereo not drawn)	0	1	7	2	-7	-3	2	-11	-7
N#CC1=C(N)C(C#N)(C#N)C(c2cccnc2)C2CN(C(=O)OCc3ccccc3)CC=C12 (stereo not drawn)	16	6	1	23	16	-2	3	-3	36
CCCn1c(SCC(=O)NCCc2ccc(Cl)cc2Cl)n[nH]c1=O	9	-5	0	7	-5	18	-4	-4	7
CC(=O)Cn1c(CN2CC(C)CC(C)C2)nc2c1c(=O)n(C)c(=O)n2C (stereo not drawn)	-1	-7	7	2	-3	-6	1	7	-14
CCCc1nn(CCc2ccccn2)c(N)c1CC	2	11	0	3	-3	10	3	5	-11
C/C(=N\N=c1/sc2ccccc2n1C)c1ccccn1	20	-3	-5	4	-8	5	-2	23	12

These rows are one share of the data; the hit share may differ from the screen's.
